Assay outcomes from PubChem.
sPLA2-III inh: Inhibits HGIII-sPLA2 liposome hydrolysis, primary screen | 0.56% of 370,000 active | inhibition, % at 12.2 µM | QFRET BODIPY PC-A2 liposome hydrolysis, fluorescence | AID 743126;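 active = inhibition above mean plus 3 SD of compounds lying within the high and low control bounds, cut at about 19% in these data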;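 also: 0% = median of test compound wells and 100% = no enzyme DMSO wells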
Target sequence (Q9NZ20 whole entry, looked up): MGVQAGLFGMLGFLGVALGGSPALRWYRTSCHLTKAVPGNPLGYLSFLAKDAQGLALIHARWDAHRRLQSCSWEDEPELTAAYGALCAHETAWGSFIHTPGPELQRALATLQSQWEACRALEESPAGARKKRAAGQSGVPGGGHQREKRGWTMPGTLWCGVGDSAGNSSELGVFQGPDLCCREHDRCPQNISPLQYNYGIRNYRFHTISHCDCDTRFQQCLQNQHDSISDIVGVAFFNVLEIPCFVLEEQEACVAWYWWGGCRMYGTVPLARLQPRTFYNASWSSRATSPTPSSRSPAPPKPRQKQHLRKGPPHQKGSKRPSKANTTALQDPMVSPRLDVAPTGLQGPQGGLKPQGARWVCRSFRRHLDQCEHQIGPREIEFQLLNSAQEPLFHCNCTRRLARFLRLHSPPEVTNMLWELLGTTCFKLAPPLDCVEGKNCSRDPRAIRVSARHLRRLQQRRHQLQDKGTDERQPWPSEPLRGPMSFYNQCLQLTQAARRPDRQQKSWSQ
KLK7 zymogen act: proKLK7 (human) activation, primary screen. P49862. purified proKLK7, EDANS-DABCYL substrate fluorescence; 100% is mature enzyme control, 0% vehicle. activation, % at 7 µM. 0.9% of 370,000 active;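 active = activation above the mean of all tested compounds plus 3 SD, computed per campaign excluding outliers beyond control limits, cut at about 13% in these data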
rCAG binder: binds r(CAG) RNA repeats | r(CAG) RNA repeat, TO-PRO-1 dye displacement fluorescence | inhibition, % at 3 µM | 1.3% of 370,000 active | AID 651821;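 active = inhibition above the plate cutoff, the mean of all test compounds on that plate plus 3 SD, cut at about 35% in these data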;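 also: 0% = DMSO alone and 100% = 100 µM mitoxantrone as full dye displacement; higher means more dye released from RNA so lower well fluorescence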
ADAM10 inh: inhibits human ADAM10. O14672. recombinant ADAM10, EDANS/DABCYL FRET peptide cleavage, 3 h. inhibition, % at 7 µM. 0.62% of 370,000 active. AID 720582;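 active = inhibition above a per-campaign cutoff equal to the mean of compounds falling between control-based bounds plus 3 SD, cut at about 20% in these data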;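 also: 0% = DMSO wells while the 100% control is not disclosed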
Tn6 DDE FP: disrupts Tn6 cyclic peptide binding to fibrin D-Dimer-E complex. Fibrin DD(E) TRITC-Tn6 fluorescence polarization displacement. inhibition, % at 8.3 µM. AID 720509. P02675. 0.21% of 370,000 active;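 active = inhibition above a per-campaign cutoff: mean of compounds within control limits plus 3 SD, cut at about 15% in these data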;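 also: 0% = median of all compound wells on the plate and 100% = blocking peptide control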
Target sequence (P02675 whole entry, looked up): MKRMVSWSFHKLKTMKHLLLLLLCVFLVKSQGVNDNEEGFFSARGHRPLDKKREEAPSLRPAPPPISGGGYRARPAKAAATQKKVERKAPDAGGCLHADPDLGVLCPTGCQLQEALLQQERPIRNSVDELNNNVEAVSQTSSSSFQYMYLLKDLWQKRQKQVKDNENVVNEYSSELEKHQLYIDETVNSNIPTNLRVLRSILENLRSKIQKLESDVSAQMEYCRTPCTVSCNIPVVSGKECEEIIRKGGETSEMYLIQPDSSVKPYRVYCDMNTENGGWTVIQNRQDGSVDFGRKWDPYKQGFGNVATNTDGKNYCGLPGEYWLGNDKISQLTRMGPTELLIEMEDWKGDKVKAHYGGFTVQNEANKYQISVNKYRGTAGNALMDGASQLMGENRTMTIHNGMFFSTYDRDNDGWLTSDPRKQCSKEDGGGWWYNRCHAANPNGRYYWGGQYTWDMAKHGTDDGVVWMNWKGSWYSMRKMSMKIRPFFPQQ
NPR2 activator: GC-B (human) receptor activation. HEK293-GC-B cells, CNP EC30, cGMP TR-FRET; 0% at EC30 CNP, 100% saturating CNP. activation, % at 10 µM. AID 1920062. 0.11% of 370,000 active;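 active = activation at 10 µM reaching about 35% in either raw or pattern-adjusted values, limit read from the data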
GC-A act: GC-A (human) enzyme activation. activation, % at 10 µM. 0.14% of 370,000 active. HEK293 GC-A cells, cGMP TR-FRET, EC30 ANP; 0% at EC30 ANP, 100% saturating ANP; in the data active = activation above about 40%
ARFGAP1 inhibitor: inhibitors of rat ARFGAP1; Arfgap1-stimulated ARF1 GTP hydrolysis, GDP FP detection; inhibition, % at 16.5 µM; 0.26% of 360,000 active;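 active = inhibition above a per-plate limit, mean inhibition of low control wells plus 3 SD, cut at about 25% in these data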;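 also: 0% = DMSO wells with enzyme and 100% = wells lacking Arfgap1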
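material = rat Arfgap1 catalytic domain, aa 1-136 | also added = human ARF1(Δ1-17)-GTP substrate | compound dosing = one concentration, 16.5 µM, DMSO 1.26% | times = GTP hydrolysis reaction 2 h at 25 °C | measured by = FP, GDP Alexa 633 tracer displaced from anti-GDP antibody, 620/688 nm | evaluation = percent inhibition of Arfgap1-stimulated GTP hydrolysis | replication = single well per compound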
ASAP1 GAP inh: blocks human ASAP1-stimulated Arf1 GTP hydrolysis; 0.19% of 360,000 active; GDP FP detection; Q9ULH1; inhibition, % at 16.5 µM; in the data active = inhibition above about 25%;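 also: 0% = vehicle with enzyme and substrate and 100% = no enzyme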
FXN GAA850 act: increases GAA850 frataxin promoter reporter activity; HEK293 lucGAA850 FXN promoter luciferase reporter, 24 h; percent of 10 µM SAHA response; activation, % at 6 µM; 0.56% of 360,000 active; AID 540364;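 active = activation above the average of all compounds screened plus 3 SD, cutoff fixed separately per campaign, cut at about 7.5% in these data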;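 also: 0% = DMSO wells and 100% = 10 µM SAHA wells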
An asterisk follows results filed as active; i = inactive; x = not tested or not shown.

SMILES	sPLA2-III inh	KLK7 zymogen act	rCAG binder	ADAM10 inh	Tn6 DDE FP	NPR2 activator	GC-A act	ARFGAP1 inhibitor	ASAP1 GAP inh	FXN GAA850 act
CC1Cc2ccccc2N1C(=O)CN1CCCCC1 (stereo not given)	5	-0.5	-3	0	-2	5	5	1	-6	-2.5
COc1ccc(S(=O)(=O)NCC2CCCN(Cc3cccc(C(C)=O)c3)C2)cc1 (stereo not given)	-11	-0.1	-2	-2	3	2	-1	2	-3	2.2
Cc1cc(OCC(=O)Nc2ccc3oc(=O)ccc3c2)ccc1Cl	9	-0.2	3	-6	3	3	-3	-5	0	-0.8
O=C(O)c1ccc(-n2c(-c3cc(C4CC4)[nH]n3)n[nH]c2=S)cc1	1	0.4	0	0	0	1	4	1	9	1.5
Cc1ccc(NC(=O)c2cc(S(=O)(=O)c3ccccc3)ccc2Cl)cc1	-26	0.7	0	1	-5	-8	3	-5	7	-1.2
CC(C)c1ccc(-c2nc3ccccc3s2)cc1	3	-0.8	-1	0	4	-9	0	2	-7	-18
Oc1cccc(C2c3[nH]c4ccccc4c3CCN2Cc2cnn(-c3ccccc3)c2)c1 (stereo not given)	-23	0.3	9	-11	-7	9	11	22	12	1.0
N/C(=N\OC(=O)c1ccccc1[N+](=O)[O-])c1ccccn1	-1	0.7	-1	-8	-1	3	2	-5	7	4.7
Nc1ccccc1SC(CC(=O)c1ccccc1)c1ccc([N+](=O)[O-])cc1 (stereo not given)	1	0.1	8	-12	3	-12	3	-1	-6	8.0*
Cc1cc2nc(-c3ccccc3)c(Cc3cccc(F)c3)n2c(C)c1Br	-20	0.1	30	-3	-8	-5	1	11	-13	x
Cc1cc(C)cc(N2CCCC2=O)c1	7	0.2	2	-2	4	1	5	0	2	1.2
Nc1ccc(S(=O)(=O)Nc2cc(Cl)c(N)c(Cl)c2)cc1	17	0.3	0	-9	2	-3	4	9	13	1.7
COc1cc(NC(=O)CSc2nc(=O)n(CCN3CCOCC3)c3c2CCCC3)cc(OC)c1	12	0.0	-7	-8	1	-2	-4	15	-3	-1.6
Cc1cc(S(=O)(=O)NCc2ccccn2)c(Cl)cc1Cl	-3	-0.8	-3	-1	-1	3	-2	-3	5	1.2
Cc1ccc(S(=O)(=O)N2CCCCC2)cc1NC(=O)COC(=O)c1cc[n+]([O-])cc1	-4	0.2	9	-1	1	5	6	-11	3	1.3
C/C(=C\C(=O)c1cccnc1)Nc1ccc(C(=O)O)cc1	2	0.3	-4	0	5	1	3	14	1	-1.0
O=C(NCCC1=CCCCC1)C1CCN(S(=O)(=O)N2CCOCC2)CC1	-2	-0.6	-5	7	-5	1	0	-9	3	-0.2
CN(C)c1ccc(CC(=O)N2CCCCC2c2cc(C(=O)Nc3cccc(C#N)c3)no2)cc1 (stereo not given)	12	1.0	11	-1	0	2	2	-2	-9	-1.5
CCCN(CC1CC1)C(=O)Nc1ccccc1C	7	-0.1	-4	-1	3	0	2	9	0	-0.4
CC1C(=O)Nc2ccccc2N1C(=O)c1ccc(Cl)cc1 (stereo not given)	-2	-0.5	-1	-7	-6	0	-12	11	9	1.9
COCCn1c(C)cc(C(=O)COC(=O)c2cncc(Br)c2)c1C	21*	-0.4	-4	-16	4	4	1	19	17	2.9
COc1ccc(CCNC(=O)C2CCCN(S(=O)(=O)c3cccc4nonc34)C2)cc1OC (stereo not given)	4	-0.5	-4	6	-2	2	-2	10	-1	-0.1
Cn1c(-c2ccc(Br)cc2)cnc1NCc1ccc(C#N)cc1	-11	-0.3	-1	3	-5	-4	-11	-5	-4	0.2
CCCc1nnc(NC(=O)CCC(=O)NC2CCCC2)s1	6	-0.5	-1	3	5	-3	2	5	-13	-0.7
COc1ccc(N2CCN(S(=O)(=O)CCNC(=O)/C=C/c3ccccc3)CC2)cc1	10	-0.5	-3	-3	7	0	-4	7	-6	0.2

(next part)
SMILES	sPLA2-III inh	KLK7 zymogen act	rCAG binder	ADAM10 inh	Tn6 DDE FP	NPR2 activator	GC-A act	ARFGAP1 inhibitor	ASAP1 GAP inh	FXN GAA850 act
O=C(Cn1ncc2c(=O)oc3ccccc3c21)NCCC1=CCCCC1	6	0.3	0	0	-2	-2	-4	-1	1	2.1
Cc1ccc(C(CNC(=O)C(=O)Nc2ccc3c(c2)OCCO3)N2CCN(C)CC2)cc1 (stereo not given)	-27	0.5	-6	-6	0	4	4	3	-7	-1.5
CC(C)(C)Nc1nc(Oc2ccc(=O)n(-c3ccccc3)n2)nc(N2CCOCC2)n1	-6	0.1	0	0	-1	-3	-3	-9	9	-1.0
CCc1c(C)c2c(C)[nH]nc2oc1=O	3	0.4	3	-8	0	-5	8	-4	-7	-1.6
Cc1ccc(C(=O)NCCc2csc(C)n2)cc1	2	0.1	2	0	5	3	1	21	2	3.7
COc1ccc(C2CC(c3cccs3)=NN2C(=O)CSc2nc(=O)n3cc(C)ccc3n2)cc1 (stereo not given)	4	-0.4	5	-4	3	12	3	12	1	-1.7
COc1cccc(/C=C2\SC(=S)N(C(Cc3ccccc3)C(=O)O)C2=O)c1 (stereo not given)	-33	-0.1	69*	-3	4	-2	0	-10	-4	0.2
CCOC(=O)CC1COCCN1C(=O)CCc1nnc(-c2ccsc2)o1 (stereo not given)	-3	0.1	-1	-3	-4	2	3	-1	4	2.2
Cc1ncc2c(n1)-c1cc(F)ccc1SC2	0	1.1	1	-4	1	0	-2	-7	-10	-0.1
Cc1cc(C(F)(F)F)nc(CCNCc2c(C(=O)N3CCCC3)nc3ccccn23)n1	6	-0.5	-7	-7	-1	4	-3	6	-5	1.7
CN(C(=O)c1ccc(S(=O)(=O)N2CCOCC2)cc1)C1CCS(=O)(=O)C1 (stereo not given)	4	-0.3	-3	-8	9	1	4	-8	5	0.1
Cc1csc(NC(=O)c2cccc([N+](=O)[O-])c2C(=O)O)n1	9	0.0	0	8	-1	1	4	-1	17	1.8
COc1ccccc1CNC(=O)CSc1nn2c(=O)c(C(C)(C)C)nnc2s1	-7	0.0	3	3	6	6	9	2	9	0.4
O=c1cc(N2CCOCC2)[nH]c(=O)n1-c1ccc(Cl)cc1	4	-0.1	0	-10	-1	1	8	4	-5	0.1
CCCc1[nH]nc2c1C(c1ccc(OCCN3CCOCC3)c(OC)c1)C(C#N)=C(N)O2 (stereo not given)	-7	0.2	-4	-3	-5	3	3	6	-5	2.6
O=C(N[C@H](Cc1ccccc1)C(=O)N1CCN(c2ccc(Cl)cn2)CC1)[C@H]1O[C@@H](n2ccc(=O)[nH]c2=O)[C@H](O)[C@@H]1O	3	0.9	1	-72	8	4	2	5	-1	x
CCOC(=O)C(=CNc1cc(C)ccc1-n1cccc1)C(=O)OCC	6	-0.9	-7	-100	1	11	2	-1	3	-3.0
Cc1cccc(N2CCN(C(=O)CS(=O)(=O)Cc3nc(-c4ccccc4F)oc3C)CC2C)c1 (stereo not given)	-30	0.5	2	1	-7	4	-3	7	-10	-0.2
COc1cccc(OC)c1-c1cnc(NC(C)=O)cn1	3	-0.2	0	-14	2	1	1	0	7	2.0
CC(=O)Nc1ccc(NC(=O)Cn2c(=O)n(-c3ccc(C)cc3)c(=O)c3oc4ccccc4c32)cc1	-7	0.1	13	-1	6	1	0	-8	-3	-1.5
Cc1ccc(NC2=NC(c3ccc(C)cc3)n3c(nc(C)cc3=O)N2)cc1 (stereo not given)	-8	-3.8	19	4	-9	25	19	5	6	-2.1
Nc1ncnc2c1ncn2[C@@H]1O[C@H](C(=O)N[C@H]2c3ccccc3C[C@H]2O)[C@@H](O)[C@H]1O	-1	-0.8	3	-4	-3	-8	6	12	13	x
Cc1ncc(N=Nc2ccc(F)cc2)c(-c2ccc(Cl)cc2)n1	-4	0.3	3	2	1	-12	-2	7	2	2.3
Cn1c(=O)[nH]c2c(cnn2C)c1=O	7	-0.6	-1	-18	-4	1	-4	0	-7	-0.6
Cc1c(C(=O)Nc2ccc(S(=O)(=O)N(C)C3CCN(C)CC3)cc2)oc2c(Cl)cccc12	-40	-14	0	2	9	-3	-4	4	2	2.2

Ordered by molecular weight (highest first): some entries from above
SMILES	sPLA2-III inh	KLK7 zymogen act	rCAG binder	ADAM10 inh	Tn6 DDE FP	NPR2 activator	GC-A act	ARFGAP1 inhibitor	ASAP1 GAP inh	FXN GAA850 act
CN(C(=O)c1ccc(S(=O)(=O)N2CCOCC2)cc1)C1CCS(=O)(=O)C1 (stereo not given)	4	-0.3	-3	-8	9	1	4	-8	5	0.1
O=C(NCCC1=CCCCC1)C1CCN(S(=O)(=O)N2CCOCC2)CC1	-2	-0.6	-5	7	-5	1	0	-9	3	-0.2
Cc1ccc(NC2=NC(c3ccc(C)cc3)n3c(nc(C)cc3=O)N2)cc1 (stereo not given)	-8	-3.8	19	4	-9	25	19	5	6	-2.1
Cc1cc(OCC(=O)Nc2ccc3oc(=O)ccc3c2)ccc1Cl	9	-0.2	3	-6	3	3	-3	-5	0	-0.8
Cc1cc(C)cc(N2CCCC2=O)c1	7	0.2	2	-2	4	1	5	0	2	1.2

(further entries)
SMILES	sPLA2-III inh	KLK7 zymogen act	rCAG binder	ADAM10 inh	Tn6 DDE FP	NPR2 activator	GC-A act	ARFGAP1 inhibitor	ASAP1 GAP inh	FXN GAA850 act
CC1(C)CC2(CCO1)OC(=O)CC2C(=O)NCCc1ccccc1 (stereo not given)	2	-0.1	3	4	8	5	-2	0	0	-0.5
COc1cc(-c2nc3cnccn3c2Nc2ccc(C(C)C)cc2)ccc1O	-8	2.0	2	-161	1	1	55*	1	-5	5.0
O=C(NCC1CCCO1)c1cccc(C(=O)NCC2CCCO2)c1 (stereo not given)	0	0.1	1	-6	5	7	9	-1	-2	2.3
Cc1cc(Nc2c(C#N)c(N)nn2C)ccc1F	5	-0.7	-1	3	-2	5	4	8	-1	0.0
Cc1nc2sc(C(c3ccco3)N3CCN(c4ccc(F)cc4)CC3)c(O)n2n1 (stereo not given)	-1	-0.1	8	-9	-2	-3	2	-5	-2	0.9
Cc1cccc2sc(NC(=O)[C@H](C)N3C(=O)C4CC=CCC4C3=O)nc12 (stereo not given in full)	-1	-0.6	1	12	-8	-1	35	-2	2	-0.9
COCCCNC(=O)c1ccc2nc3ccccc3c(=O)n2c1	0	31*	-2	i	6	2	7	-12	-2	-0.3
COc1cc(OC)cc(C(=O)Nc2ccc3nc4n(c(=O)c3c2)CCCC4)c1	0	-0.6	7	8	2	4	4	18	14	4.6
CCOC(=O)C1=CN(Cc2cccc(F)c2)S(=O)(=O)N(C)C1c1ccccc1 (stereo not given)	-1	0.8	1	-2	1	-8	-5	-2	-5	-0.1
Cc1cc(C)c2c(CN3CCC(C)CC3)cc(=O)oc2c1C	-7	-0.4	1	-4	0	3	1	1	5	-0.1
CC(=O)n1nc(-c2ccccc2)cc1-c1ccccc1	-5	-0.2	-4	2	-1	2	1	3	-4	6.3
Nn1c(SCC(=O)N2CCc3ccccc3C2)nnc1-c1cccs1	2	-0.5	1	-4	4	-2	-3	3	3	-0.5
O=C1NCCOC(=O)[C@@H](Cc2ccc(F)cc2)CC/C=C/C[C@H]1CC(=O)N(CCO)Cc1ccccc1	0	0.6	-1	-5	7	3	2	18	-5	-1.7
O=C1C2C3C=CC(C3)C2C(=O)N1c1nc2ccccc2s1 (stereo not given)	1	-0.6	1	-14	-2	-3	-6	3	-9	0.8
Cc1cc(C)c(S(=O)(=O)N2CCN(C(=O)c3ccc(-n4nc(C)c(Cl)c4C)cc3)CC2)c(C)c1	-7	-0.3	-1	0	3	7	-1	4	7	-0.3
